# FUS yeast rescue – suppressors of FUS proteinopathy in yeast | S. cerevisiae FUS-expressing, growth rescue, OD600, 24 h | Potency, µM (titrated, usually from 76.6 µM), without a hit: at the top dose growth rescue (activation), hits mostly activators | 0.24% of 390,000 active; active = well fitted activation curve with a large enough effect; inconclusive = small, poorly fitted or top-dose-only effect; inactive = no such curve, though single readings can be large or run the other way;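 also: plate controls were DMSO vehicle for no effect and reference control for full effect; nearly all actives have a fitted effect of over 55% in size; some results filed as inactive show a strong effect at the top dose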
#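 Compound concentration series was pinned onto galactose-induced FUS-expressing yeast seeded at OD 0.005. Plates sat 24hr at 30C; absorbance at 600 nm gave growth. DMSO served as background control.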
# An asterisk follows results filed as active; ? = inconclusive. Potency is read from the fitted curve at half-maximal effect.
structure | FUS yeast rescue
O=C(CSc1nc2ccccc2n1Cc1ccccc1Cl)N/N=C\c1c[nH]c2ccccc12 | 42.8%
CCC[C@H]1[C@@H](NCc2ccccc2)CC[C@@]23CCCN2C(=O)CCC[C@@H]13 | 1.4%
O=C(OC12CCCN(C1)/C(=C/c1ccncc1)C2)c1ccco1 (stereo not drawn) | -16.5%
COC(=O)[C@]12C[C@H](CC(=O)N3CCN(C(=O)C4CC4)CC3)C(=O)N(Cc3cccc4ccccc34)C1=C[C@H](C1CCCC1)O[C@@H]2C | 20µM*
COc1ccc(S(=O)(=O)N(C)C[C@@H]2Oc3c(NC(=O)Nc4ccccc4)cccc3C(=O)N([C@@H](C)CO)C[C@H]2C)cc1 | 15.8µM*
COC(=O)[C@]12C[C@H](CC(=O)NCCCN3CCCC3=O)C(=O)N(Cc3ccc4c(c3)OCO4)C1=C[C@H](C(C)C)O[C@@H]2C1CC1 | 43.1%
CCCCN1CCN(C(=O)c2cn(C(C)c3ccccc3)nn2)CC1 (stereo not drawn) | 17.3%
COc1ccc(S[C@]2(C(=O)NCCc3ccccc3)CC(=O)N[C@@H]2c2ccc(OC)cc2)cc1 | 9.1%
Brc1ccccc1Cn1nnc(-c2ccc(N3CCOCC3)cc2)n1 | 35.5%
O=C(CSc1nc2ccccc2n1Cc1ccccc1Cl)NN=C/C(Br)=C/c1ccccc1 | 22.9%
O=C(c1ccccc1OCc1ccccc1)N(Cc1ccccn1)CC1CCCO1 (stereo not drawn) | 12.5%
COC(=O)[C@]12C[C@H](CC(=O)NCCCCc3ccccc3)C(=O)N(Cc3ccco3)C1=C[C@H](COCc1ccccc1)O[C@@H]2C | ?
COc1ccc([C@H]2OC(=O)C[C@H]2C(=O)N2CCCC2)cc1OC | -3.4%
CCOc1ccc(C(=O)CSc2nnc(SCc3ccc(Cl)cc3)s2)cc1 | -1.4%
CCC[C@H]1[C@@H](N(C)CC2CCCCC2)CC[C@@]23CCCN2C(=O)CCC[C@@H]13 | 1.7%
COc1ccc(Cn2ccc3ccc(-c4ccc5ccn(C(=O)c6ccccc6)c5c4)cc32)cc1 | 27.6%
COc1cccc(CNC(=S)OC2CCC23CCC(c2ccccc2)CC3)c1 (stereo not drawn) | 5.7%
C=CCN1[C@H](C)COc2cc(F)ccc2S1(=O)=O | -21.3%
Cn1c(=O)c(=O)n(C)c2cc(S(=O)(=O)N3CCN(Cc4ccc(F)cc4)CC3)ccc21 | -10.1%
CCCCNC(=O)C[C@H]1C[C@@]2(C(=O)OC)C(=C[C@H](C(C)(C)C)O[C@@H]2C)N(Cc2ccco2)C1=O | 27.8%
CC(C)CC(=O)N1CCC(C(=O)NCC2COc3ccccc3O2)CC1 (stereo not drawn) | -1.2%
C=CCN1[C@@H](Cc2ccccc2)COc2cccc(F)c2S1(=O)=O | 3.1%
Cc1ccccc1CN1CCCCC(NC(=O)c2ccc(F)cc2F)C1=O (stereo not drawn) | 8.2%
CC(C)(C)c1ccc(S(=O)(=O)NCC(=O)N2CCN(c3ncccn3)CC2)cc1 | -1.6%
CN(C)c1cccc(-c2nccc(N3CCC(C(N)=O)CC3)n2)c1 | -3.9%
Cc1ccc(-n2c(SCC(=O)N/N=C/C=C\c3ccccc3[N+](=O)[O-])nnc2-c2ccccc2)cc1 | ?
COC(=O)[C@]12C[C@H](CC(=O)NCCC(C)C)C(=O)N(Cc3ccco3)C1=C[C@H](C(C)(C)C)O[C@@H]2C | ?
CCn1c(Cc2cccs2)nnc1SCC(=O)c1ccc(Cl)cc1 | -0.1%
COC(=O)[C@]12C[C@H](CC(=O)NCC34CC5CC(CC(C5)C3)C4)C(=O)N(Cc3ccc(Cl)cc3Cl)C1=C[C@H](C1CCCC1)O[C@@H]2C | 23.4%
O=S(=O)(c1ccccc1F)n1c(CN2CCOCC2)nc2ccccc21 | -12.7%

# Next structures.
structure | FUS yeast rescue
O=C(CSc1nnc(-c2cccs2)o1)c1ccc(F)cc1 | -8.1%
Nn1c(SCC(=O)Nc2ccc(Br)cn2)nnc1-c1n[nH]c2c1CCC2 | -0.8%
C=CCN1[C@H](C)COc2cc(N3CCSCC3)ccc2S1(=O)=O | 11.1%
CC(C)[C@H](N)C(=O)N[C@H](C(=O)N1CCC2CCN(S(=O)(=O)c3ccccc3)CC21)C(C)C (stereo partly drawn) | -15.0%
COc1ccc(C2C(C(=O)Nc3cc(OC)ccc3OC)CCC(=O)N2c2ccc(OC)cc2)cc1 (stereo not drawn) | 30.2%
COC(=O)c1cc(-c2cc(F)cc(OC)c2)c(=O)n2c1CCC2 | 6.6%
O=S(=O)(c1ccc2c(c1)OCCCO2)N1CCN(S(=O)(=O)c2c(F)cccc2F)CC1 | -1.6%
C[C@H]1[C@@H](NC(=O)C2CCC2)CC[C@@]23CCCN2C(=O)CCC[C@@H]13 | -2.6%
CCCC(C)C(=O)NC1CCCCN(Cc2ccc(C)cc2)C1=O (stereo not drawn) | 8.9%
COc1ccc2[nH]c3c(c2c1)CCN[C@]31C(=O)N(Cc2cn(Cc3ccccc3)nn2)c2ccc(F)cc21 | ?
COC(=O)[C@]12C[C@H](CC(=O)N3CCN(C(=O)c4ccco4)CC3)C(=O)N(Cc3cccc4ccccc34)C1=C[C@H](COCc1ccccc1)O[C@@H]2C | ?
Cc1nn(CCC(=O)NNC(=O)Nc2ccccc2)c(C)c1[N+](=O)[O-] | 10.5%
Cc1ccccc1Cn1cc(COC(=O)Nc2ccc(F)cc2)nn1 | 12.3%
CCOC(=O)[C@@]12CCC3=C1N(CCC3)C(=O)[C@H](CC(=O)N1CCCC1)C2 | -2.3%
O=C(CSc1nc2c(c(=O)[nH]1)CCCC2)N1CCCCC1 | 5.2%
Cc1csc(NC(=O)c2ccc(COc3ccc(Cl)c(Cl)c3)o2)n1 | -16.0%
CNC(C)C(=O)NC(C(=O)N1CCCC1C(=O)Nc1cccc2ncccc12)C(C)C (stereo not drawn) | -9.9%
CC(C)CSc1ncccc1-c1nc2ccccc2[nH]1 | -11.1%
C=CCN1C(=O)[C@H](CC(=O)N2CCOCC2)[C@@]2(C(=O)OCC)CCCC=C12 | -16.0%
CC(C)C(=O)N1CC[C@H]2[C@H](CCCN2Cc2ccccc2)C1 | -20.5%
O=C(OCC#CCSc1nnc(-c2c[nH]c3ccccc23)o1)c1ccc(F)cc1 | -1.0%
CCCCOCCCNC(=O)C[C@@H]1C[C@]2(C(=O)OCC)CCC3=C2N(CCC3)C1=O | 6.1%
CCC[C@H]1[C@@H](OC(=O)NCc2ccco2)CC[C@@]23CCCN2C(=O)CCC[C@@H]13 | 8.5%
O=C(CN1CCc2onc(-c3ccc(-n4cc(C5=CCCCC5)nn4)cc3)c2C1=O)N1CCOCC1 | 26.8%
CNC(=O)[C@@H](NC(=O)[C@H](CC(C)C)[C@H](O)C(=O)NO)C(C)(C)C | -13.0%
COc1ccc(Oc2c(Cl)cnn(CC(=O)C(c3ccccc3)c3ccccc3)c2=O)cc1 | -8.2%
CCn1c2ccccc2c2cc(C=NNC(=O)c3ccoc3C)ccc21 | 4.9%
O=C(CCn1nnc2ccccc21)N1CCN(c2cccc(C(F)(F)F)c2)CC1 | 39.7%
COc1cccc(CNC(=O)Cn2c(-c3ccccc3)cc(C(C)=O)c2C)c1 | 5.7%
CC(=O)N1CCN(C2=NC(=O)N(c3ccc(Br)cc3)C(=O)C2)CC1 | 6.0%

# Next part.
structure | FUS yeast rescue
Cc1cccc(C(=O)Nc2nc3ncccn3c2-c2ccc(C(F)(F)F)cc2)c1 | ?
Cc1occc1-c1nnc(SCC(=O)Nc2ccccn2)n1-c1ccccc1 | 21.1%
OCC(CO)N[C@H]1C[C@](O)(CO)[C@@H](O)[C@H](O)[C@H]1O | 9.2%
Cc1cc(NS(=O)(=O)c2ccc(NC(=O)CSc3nnc(-c4ccccn4)n3-c3ccccc3)cc2)nc(C)n1 | ?
O=C1CN(C(=O)C2CCCCC2)C=CN1CCc1ccccc1Br | 11.8%
Cc1n[nH]c(C)c1S(=O)(=O)NCCc1ccccc1F | -5.7%
O=C(Nc1ccc(OC(F)(F)F)cc1)Nc1c(-c2ccc(F)cc2)nc2ncccn12 | -7.5%
Cc1c[nH]c2cccc(-c3ccc(OCc4ccccc4)cc3)c12 | 2.5%
CCOC(=O)c1cccc(NC(=O)CN(C)S(=O)(=O)c2ccc(C)c(C)c2)c1 | 36.0%
Cc1ccc(S(=O)(=O)N(CC(=O)NC2CCC(C)CC2)c2cc(C)cc(C)c2)cc1 (stereo not drawn) | -2.1%
O=C(N1CCOCC1)N1CC[C@H]2[C@H](CCCN2Cc2cc(F)cc(F)c2)C1 | -5.2%
COCCCNC(=O)C[C@H]1C[C@@]2(C(=O)OC)C(=C[C@H](C(C)C)O[C@@H]2C2CC2)N(Cc2ccco2)C1=O | 10.7%
Fc1ccc(-c2cc(-c3nnc4sc(Cc5cccs5)nn34)[nH]n2)cc1 | 32.5%
O=C(Nc1ccc(N2C(=O)CC(c3ccccc3)C2=O)c(Cl)c1)c1ccccn1 (stereo not drawn) | ?
CCN(C(=O)CSc1nnc(-c2cccnc2)n1Cc1ccco1)c1ccccc1 | 1.7%
CN(Cc1ccccc1)S(=O)(=O)c1cccc(C(=O)OCc2ccc(C(F)(F)F)cc2)c1 | 19.2%
CCCCNC(=O)O[C@H]1CC[C@@]23CCCN2C(=O)CCC[C@H]3[C@H]1CCC | 19.1%
CC(=O)CC[C@@H]1CC[C@]2(CCCN(C(=O)c3ccccc3)C2)O1 | -13.2%
O=C(CSc1nnc(-c2cccs2)n1Cc1ccco1)Nc1ccc(Oc2ccccc2)cc1 | 28.2%
Cc1ccc(CN2CCCCC(NC(=O)c3cccc([N+](=O)[O-])c3)C2=O)cc1 (stereo not drawn) | 24.2%
CCOC(=O)[C@]12CCCC=C1N(CCCOC)C(=O)[C@@H]2CC(=O)NCc1ccc(OC)c(OC)c1 | ?
COc1ccc(C2Nc3ccccc3C(=O)N2Cc2ccc(C)o2)cc1COc1c(C)cccc1C (stereo not drawn) | ?
O=C(Nc1ccccc1C(F)(F)F)OC1CC2CC1[C@H]1CCCCN1C2 (stereo partly drawn) | -0.5%
COP(=O)(CC(=O)C(Cc1ccccc1)NC(=O)OC(C)(C)C)OC (stereo not drawn) | -10.4%
O=C(CSc1nnc(-c2ccccc2)n1Cc1ccco1)Nc1ccc(Oc2ccccc2)cc1 | 24.7%
COCCCNC(=O)c1ccc(Cn2c(=O)c3ccccc3n(Cc3ccc([N+](=O)[O-])cc3)c2=O)cc1 | -12.4%
Cc1ccc(-c2cc(C(=O)NN=Cc3ccc(N(C)C)cc3)[nH]n2)cc1C | 6.2%
CN1[C@H](Cc2ccccc2)COc2cccc(N3CCCC3)c2S1(=O)=O | 19.1%
COC(=O)[C@]12C[C@H](CC(=O)NCCCCc3ccccc3)C(=O)N(CCc3ccc(OC)c(OC)c3)C1=C[C@H](C1CCCC1)O[C@@H]2C | ?
Cc1ccccc1NC(=O)OC1CCC12CCC(c1ccccc1)CC2 (stereo not drawn) | 4.6%

# Next section, starting with the last four of the part before.
structure | FUS yeast rescue
Cc1ccc(-c2cc(C(=O)NN=Cc3ccc(N(C)C)cc3)[nH]n2)cc1C | 6.2%
CN1[C@H](Cc2ccccc2)COc2cccc(N3CCCC3)c2S1(=O)=O | 19.1%
COC(=O)[C@]12C[C@H](CC(=O)NCCCCc3ccccc3)C(=O)N(CCc3ccc(OC)c(OC)c3)C1=C[C@H](C1CCCC1)O[C@@H]2C | ?
Cc1ccccc1NC(=O)OC1CCC12CCC(c1ccccc1)CC2 (stereo not drawn) | 4.6%
NC(=O)C1CCN(c2nc(-c3ccc4c(c3)CCO4)cs2)CC1 | ?
CCOC(=O)[C@@]12CCC3=C1N(CCC3)C(=O)[C@H](CC(=O)N1CCCCC1)C2 | 0.2%
O=C1N(c2ccccc2)CC2C(c3ccccc3)C(c3ccccc3)N3CCCC123 (stereo not drawn) | 2.0%
COC(=O)c1cccc(Cn2ccc3ccc(-c4ccc5ccn(Cc6cccc(C(=O)OC)c6)c5c4)cc32)c1 | ?
CCCC[C@H]1C2CC(OC(=O)Nc3cccc(F)c3)C(C2)[C@H]2CCCCN21 (stereo partly drawn) | 0.8%
O=C(OCc1cn(Cc2ccc(F)c(F)c2)nn1)N1CCCC1 | -19.3%
CCOC(=O)C1CCCN(S(=O)(=O)c2cc3c(cc2Br)CCN3C(=O)CC)C1 (stereo not drawn) | -3.7%
CN(CCCOC(=O)c1cc2ccccc2o1)C1CN(Cc2cn(Cc3ccccc3Cl)nn2)S(=O)(=O)C1 (stereo not drawn) | 32.0%
FC(F)(F)c1cccc(NC(=S)OC2CCC23CCC(c2ccccc2)CC3)c1 (stereo not drawn) | -5.1%
CCNc1nc(N)c([N+](=O)[O-])c(Nc2cccc(Cl)c2)n1 | -5.1%
O=C(O)c1ccc(C=NNC(=O)c2cc(-c3ccc(Cl)cc3)n[nH]2)cc1 | 24.3%
COC(=O)[C@]12C[C@H](CC(=O)NCc3ccc(C)o3)C(=O)N(Cc3cccc4ccccc34)C1=C[C@H](C(C)(C)C)O[C@@H]2C | ?
Nc1cccc(S(=O)(=O)N2CCCN(S(=O)(=O)c3ccc4c(c3)OCCO4)CC2)c1 | 31.8%
COc1ccc([C@H]2OC(=O)C[C@@H]2C(=O)N2CCN(c3ccccc3Cl)CC2)cc1OC | 9.8%
Cc1ccc(-c2nnc(SCC(=O)Nc3ccc(F)cc3F)n2Cc2ccco2)cc1 | 26.6%
O=C(CN1CCc2onc(-c3cccc(-n4cc(CO)nn4)c3)c2C1=O)N1CCOCC1 | -4.3%
O=C(C1CCCN1S(=O)(=O)c1ccc(Br)s1)N1CCc2ccccc2C1 (stereo not drawn) | 32.8%

# Screens from PubChem BioAssay.

# The list is partial, so the mix of outcomes need not match the whole.
